MT stabilizer – stabilizes microtubules in HeLa cells; AID 2205; % tubulin-high responders, % at 10 µM; HeLa tubulin immunostaining HCS, 24 h; share of cells brighter than vehicle mean+2SD; 200,000 compounds, 0.83% hits;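 active = plate Z-score above 3 for both tubulin-high and condensed-nucleus cell shares, with cell loss under 80%, at 10 µM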;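 also: anti alpha tubulin signal scored within the nucleus-defined area of each cell; some results filed as inactive read as strong as hits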
Myeloid diff 2 – compounds promoting myeloid differentiation; calls only at 10 µM; AID 624256; ER-HoxA9 myeloid progenitors, lysozyme-GFP differentiation, flow cytometry; 360,000 compounds, 1% hits;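 active = normalized GFP-positive differentiation at or above the plate's own cutoff, the solvent-only control mean plus 3 SD; inconclusive = no clear call, values can overlap the other calls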;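 also: cells exposed to compound for four days before flow analysis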
West Nile antiviral – West Nile virus antiviral activity, cell-based, CPE readout (AID 1621) | CPE inhibition, % at 10 µM, or IC50 in µM where a hit was titrated | West Nile virus-infected cells, CPE inhibition; higher % means a stronger effect | 290,000 compounds, 0.02% hits; in the data active = a potency from the dose series; inconclusive = CPE inhibition mostly from about 3.7% at the one dose, without a potency; inactive = the rest, 99 in 100 with CPE inhibition below about 2.2%; also: strong numbers were not always called active
WT yeast gro inh – growth inhibition of WT yeast, mitochondrial fusion screen; mitochondrial fusion phenotypic screen, WT strain; inhibition, % at 10 µM; 190,000 compounds, 2.1% hits; in the data active = inhibition above about 58%; tested in S. cerevisiae
Autophagy HCS – alters autophagy in cells | MEF GFP-LC3 puncta imaging; test concentration mostly 10 µM | calls only at 10 µM (by protocol) | 190,000 compounds, 0.98% hits | AID 463193;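 active = percentage of spot-positive cells more than 3 SD above its plate mean, without a fluorescence outlier flag or 80% toxicity; inconclusive = no clear call, values can overlap the other calls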;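 also: spot-positive cell cutoff set from DMSO-treated cells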
Insulin prom up – MIN6 insulin promoter up-regulation; MIN6 insulin promoter-GFP reporter, high-content imaging; hits give high values; z-score at 5 µM; 190,000 compounds, 0.3% hits;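 active = z-score above 3 at 5 µM with at least 500 cells counted in the well; inconclusive = wells under 500 cells, flagged as cytotoxic or low count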
Hep lipid drop – modulators of hepatic lipid droplet formation | inhibition, % at 6.5 µM | AML12 mouse hepatocytes, oleate lipid droplets, BODIPY imaging | AID 1656 | 240,000 compounds, 0.4% hits;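 active = lipid droplet intensity inhibited by at least 50%, with more than 500 cells counted; inconclusive = wells with under 300 cells, treated as cytotoxic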
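System: AML12 hepatocytes (mouse). Probe or stimulus: oleic acid at 100 µM to induce lipid droplet formation. Times: overnight treatment with compound plus oleate. Detection: Image-based BODIPY and DAPI two-channel analysis. Evaluation: percent inhibition of filter-corrected integrated lipid droplet intensity per well.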
b-catenin transl – alters nuclear translocation of beta-catenin in HeLa cells | 190,000 compounds, 0.3% hits | nuclear translocation activity, % at 5 µM | immunofluorescence imaging;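 active = nuclear translocation activity above 50% at 5 µM, with a well cell count of 50 or more; inconclusive = wells under 50 cells across six images, flagged as toxic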;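 also: per-cell ratio of nuclear to cytoplasmic median beta-catenin stain intensity; plate controls were DMSO negative control for no effect and GSK-3 inhibitor IX positive control for full effect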
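Test system: human HeLa cell line; Doses: 5 µM primary, 0.02–20 µM confirmation; Incubation: 24 h compound exposure, 37°C; Detection: beta-catenin immunofluorescence imaging with DAPI; Read-out: beta-catenin nuclear/cytoplasmic ratio, % activation.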
T cell modulator – modulates CD8 T cell binding to vesicles | 2C CD8+ T cell-vesicle binding, flow cytometry; hits give low values | calls only at 7 µM | 330,000 compounds, 0.068% hits | AID 2052;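 active = response, share of CD8 T cells binding vesicles, and their 90th percentile fluorescence all below set limits, cut at about 80% in these data, passing the limit was not always enough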
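Material: murine 2C transgenic CD8+ T lymphocytes / Also added: QL9-peptide-loaded Drosophila micro-vesicles bearing Ld, ICAM-1 and B7-1 / Schedule: binding step 1.5 h, 37 °C, antibody labelling 20 min, ice / Signal: flow cytometry, PE anti-B7-1 (FL2) versus Alexa647 anti-CD8 (FL8), PFA-fixed / Evaluation: percent CD8+ FL2 mean versus row control / Benchmarks: naked versus QL9-loaded vesicles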
WT yeast gro inh mutant strain – further read-out of WT yeast gro inh, marked with its call; inhibition, %; mitochondrial fusion phenotypic screen, mutant strain inhibition
Insulin prom up cell count – further read-out of Insulin prom up, marked with its call; cell count; measured here: cytotoxicity, nuclei count;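 total cells summed across four imaged fields per well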
Hep lipid drop cells 6.5 µM – further read-out of Hep lipid drop, marked with its call; cell count; measured here: cell count, cytotoxicity flag;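 cells counted across two imaged fields per well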
b-catenin transl cell count 5 µM – recorded beside b-catenin transl, whose call it bears; cell count; measured here: cell count, cytotoxicity flag
T cell modulator vesicle-bound % – further read-out of T cell modulator, marked with its call; double positive events, %; measured here: CD8+ vesicle-bound cell fraction;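 binding gate set so that unloaded-vesicle control wells show 10% double positive cells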
MT stabilizer Hoechst-high % – second read-out of MT stabilizer, no call of its own (marks repeat the call); % Hoechst-high responders; measured here: nuclear condensation Hoechst responders;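 share of cells brighter than vehicle mean plus two SD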
MT stabilizer cytotoxicity % – recorded beside MT stabilizer, whose call it bears; toxicity, %; measured here: cytotoxicity by cell density;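 0% = mean cell density of plate MIN control wells and 100% = no cells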
Autophagy HCS cell loss 18 h – recorded beside Autophagy HCS, whose call it bears; toxicity, %; measured here: cell loss, nuclei count;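 cell loss after 18 h compound exposure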
Myeloid diff 2 GFP+ MAC1+ % – second read-out of Myeloid diff 2, no call of its own (marks repeat the call); GFP+ MAC1+ double positive, %; measured here: differentiation confirmed by MAC1 staining
The depositor's hits bear a star; i = inactive; u = inconclusive; x = not tested or not shown. No enrichment for hits; about 3.9% have a hit in one of these screens.

Below each compound: MT stabilizer	MT stabilizer Hoechst-high %	MT stabilizer cytotoxicity %	Myeloid diff 2	Myeloid diff 2 GFP+ MAC1+ %	West Nile antiviral	WT yeast gro inh	WT yeast gro inh mutant strain	Autophagy HCS	Autophagy HCS cell loss 18 h	Insulin prom up	Insulin prom up cell count	Hep lipid drop	Hep lipid drop cells 6.5 µM	b-catenin transl	b-catenin transl cell count 5 µM	T cell modulator	T cell modulator vesicle-bound %
(1) Cc1ccccc1NC1=C(Cl)C(=O)OC1OC(C)C (stereo not drawn)
    2.5	1.2	7.6	i	0.3	1.0%	8	17	i	-7	x	x	-2	819	8.7	920	i	22
(2) O=c1[nH]c2ccccc2n1C1CCCCC1
    1.8	0.7	9.0	i	3.4	x	0	9	i	-13	0.03	741	-2	769	0.4	1065	i	11
(3) CC(C)C(=O)Nc1ccc(C(=O)Nc2ccc(S(=O)(=O)N3CCOCC3)cc2)cc1
    x	x	x	i	0.6	-0.5%	x	x	x	x	x	x	-1	814	x	x	i	49
(4) O=C(/C=C/c1cccs1)NC1CC1
    1.8	2.0	7.5	i	0.3	-0.6%	7	6	i	9	0.02	1344	-11	722	-2.8	1121	i	4
(5) O=C(O)/C=C/c1ccc(OCCCF)cc1
    1.4	1.8	2.7	i	0.1	0.8%	-15	6	i	1	-0.67	1387	12	756	-0.2	1087	i	52
(6) c1ccc(Cn2nnnc2-c2ccco2)cc1
    4.5	2.7	5.3	i	1.3	0.5%	-1	-4	i	-7	-0.32	1355	-3	615	0.2	1071	i	51
(7) Cc1ccccc1C(=O)NCCNC(=O)c1ccccn1
    x	x	x	i	0.4	-0.1%	x	x	x	x	x	x	1	846	x	x	i	15
(8) Cc1cc(C(=O)CN2C(=O)NC3(CCC(C)CC3)C2=O)c(C)n1C (stereo not drawn)
    2.7	2.6	7.4	i	0.2	-0.1%	-7	-5	i	-9	-1.3	1603	-14	648	-5.2	1173	i	40
(9) CCN(Cc1ccccc1)C(c1ccc(C)cc1)c1nnnn1C(C)(C)C (stereo not drawn)
    3.1	1.3	3.3	i	0.9	-0.6%	-7	0	i	3	-2	762	-24	788	-3.8	1023	i	37
(10) CN(C)C(=O)N1CCC(C(=O)N2CCCC(C(=O)c3cccc4ccccc34)C2)CC1 (stereo not drawn)
    2.8	2.5	8.3	i	0.4	-0.6%	-8	-3	i	44	0	1372	-4	669	-0.8	1216	i	29
(11) O=C(N/N=C/c1ccc(F)cc1)c1cc(-c2ccc3c(c2)OCO3)n[nH]1
    x	x	x	i	0.6	1.3%	x	x	x	x	0.11	1215	0	670	-0.6	1269	i	60
(12) Cc1ccc(NC(=O)c2ccc(S(=O)(=O)NCC3CCCO3)cc2)cc1 (stereo not drawn)
    4.0	2.3	8.6	i	1.2	-0.6%	-15	-16	i	23	0.77	1303	0	669	x	x	i	30
(13) CC(C)Oc1ccc(-c2nn(-c3ccccc3)cc2/C=c2\sc3ncnn3c2=O)cc1
    2.9	0.0	72	x	x	x	-9	-5	i	-3	0.15	1270	10	694	x	x	i	31
(14) CCNC(=O)C1CCCN1S(=O)(=O)c1ccc(C)cc1 (stereo not drawn)
    2.8	1.5	2.3	i	6.2	-0.6%	-9	-10	i	2	0.16	1184	0	721	0.0	1267	i	10
(15) O=C(NCCc1nc2ccccc2[nH]1)/C(=C/c1ccco1)NC(=O)c1ccc(Br)cc1
    3.5	3.6	12	i	0.7	-1.0%	-7	-3	i	1	-0.25	1505	-12	650	0.8	1068	i	36
(16) O=C(NCCc1ccccc1)c1ccc2c(c1)OCCO2
    x	x	x	i	1.0	0.4%	x	x	x	x	x	x	12	736	x	x	i	56
(17) Cc1ccc2nc(-c3ccccc3)c(CN3CCN(c4ccccc4F)CC3)n2c1
    1.9	2.5	4.0	i	0.3	-1.1%	83*	16*	i	4	-0.5	1167	4	702	-0.6	1114	i	31
(18) CCCC(C)C(=O)Nc1cc([N+](=O)[O-])ccc1Cl (stereo not drawn)
    0.9	2.3	5.4	i	0.2	1.4%	-6	-19	i	-12	0.59	1061	-3	704	-0.2	1002	i	63
(19) C/C(=N\NC(=O)C1CC1)c1cccnc1
    3.2	3.0	9.5	i	0.2	0.3%	-22	-7	i	-4	-0.1	989	-2	738	-2.0	544	i	32
(20) CCOC(=O)C(CC)(CCC(=O)OC)c1csc(Nc2ccccc2O)n1 (stereo not drawn)
    x	x	x	x	x	-0.5%	x	x	x	x	x	x	-2	626	1.6	1260	i	20
(21) CCCn1[nH]cc(SC)c(=O)c1=O
    2.5	2.6	7.6	i	1.6	u	15	-1	i	3	-0.63	1054	x	x	1.0	1028	i	40
(22) c1ccc(N/N=C(\Cc2nc3ccccc3[nH]2)c2ccccc2)cc1
    2.5	2.3	6.6	i	0.3	-0.2%	72*	43*	i	3	0.22	1274	-7	700	x	x	i	48
(23) O=C(COc1ccccc1)NCC(=O)N/N=C/c1ccco1
    1.7	1.8	4.4	i	0.5	-0.1%	-19	-6	i	-8	0.57	1278	-24	658	-1.1	983	i	29
(24) O=C(Nc1ccc(Cl)c(Cl)c1)Nc1nccs1
    x	x	x	u	x	-0.9%	x	x	x	x	-0.12	987	-3	662	12	1097	i	40
(25) CCOC(=O)C1=C(c2cccc(Oc3ccccc3)c2)NC(=S)NC1C (stereo not drawn)
    1.5	1.6	3.5	i	0.4	-0.2%	64*	24*	i	-5	-0.22	725	-28	721	1.3	1072	i	45
(26) COc1cc(C(=O)OCC(=O)NCCCc2ccccc2)ccc1OCC(C)C
    x	x	x	i	1.3	-0.1%	x	x	x	x	x	x	6	669	x	x	i	64
(27) Cc1onc(-c2ccccc2)c1C(=O)N(C)CCc1ccccn1
    x	x	x	i	1.5	-0.4%	x	x	x	x	x	x	-9	833	x	x	i	19
(28) COC(=O)C(CCSC)NC(=O)CNS(=O)(=O)c1ccc(Cl)cc1 (stereo not drawn)
    5.5	1.8	2.9	i	0.7	-0.3%	-9	-14	i	-21	x	x	x	x	x	x	i	50
(29) Cc1ccc(/C=C(/NC(=O)c2ccccc2)C(=O)NC(Cc2c[nH]c3ccccc23)C(=O)O)cc1 (stereo not drawn)
    x	x	x	i	1.2	-0.5%	x	x	x	x	x	x	10	820	x	x	i	50
(30) CCOC(=O)CN1C(c2ccc(O)cc2)Nc2ccc(Br)cc2C1c1ccccc1 (stereo not drawn)
    2.5	2.4	18	i	0.7	-0.5%	96*	91*	i	-11	0.09	1525	1	602	-2.0	1116	i	2
(31) COc1ccc(C2CC(=O)c3cnn(-c4nc(C)cc(C)n4)c3C2)cc1OC (stereo not drawn)
    x	x	x	i	0.6	-0.5%	x	x	x	x	-0.37	1338	-18	672	2.7	893	i	30
(32) O=C(COc1ccccc1Cl)NC(=S)Nc1ccc(CN2CCOCC2)cc1
    2.0	3.2	6.1	i	0.3	-0.3%	4	27	i	-9	0.16	1352	-5	712	x	x	i	9
(33) COc1ccc(C)cc1S(=O)(=O)N(CC(=O)N1CCOCC1)Cc1ccccc1
    8.7	2.5	3.5	i	3.6	-1.2%	-14	-13	i	8	-0.55	1227	-6	671	x	x	i	13
(34) CC(C)(C)NC(=O)C(c1ccc(O)cc1)N(C(=O)CCC(=O)Nc1nccs1)c1cccc(F)c1 (stereo not drawn)
    3.9	2.8	4.6	i	0.1	1.4%	-19	-6	i	1	-0.37	1394	-5	715	0.0	1062	i	52
(35) O=C(NNC1=NCCC1)c1ccc(Br)cc1
    1.2	1.2	6.1	i	1.0	0.2%	-7	6	i	-5	-0.77	881	13	774	x	x	i	31
(36) COc1ccc(Cl)cc1NC(=O)C(C)N(C)Cc1ccc(C(F)(F)F)cc1 (stereo not drawn)
    2.7	3.0	7.5	i	1.1	-1.5%	29	-6	i	1	-0.9	1247	-37	632	3.1	951	i	49

Some of the entries so far, as tab-separated lines:
entry	SMILES	MT stabilizer	MT stabilizer Hoechst-high %	MT stabilizer cytotoxicity %	Myeloid diff 2	Myeloid diff 2 GFP+ MAC1+ %	West Nile antiviral	WT yeast gro inh	WT yeast gro inh mutant strain	Autophagy HCS	Autophagy HCS cell loss 18 h	Insulin prom up	Insulin prom up cell count	Hep lipid drop	Hep lipid drop cells 6.5 µM	b-catenin transl	b-catenin transl cell count 5 µM	T cell modulator	T cell modulator vesicle-bound %
33	COc1ccc(C)cc1S(=O)(=O)N(CC(=O)N1CCOCC1)Cc1ccccc1	8.7	2.5	3.5	i	3.6	-1.2%	-14	-13	i	8	-0.55	1227	-6	671	x	x	i	13
34	CC(C)(C)NC(=O)C(c1ccc(O)cc1)N(C(=O)CCC(=O)Nc1nccs1)c1cccc(F)c1 (stereo not drawn)	3.9	2.8	4.6	i	0.1	1.4%	-19	-6	i	1	-0.37	1394	-5	715	0.0	1062	i	52
35	O=C(NNC1=NCCC1)c1ccc(Br)cc1	1.2	1.2	6.1	i	1.0	0.2%	-7	6	i	-5	-0.77	881	13	774	x	x	i	31
36	COc1ccc(Cl)cc1NC(=O)C(C)N(C)Cc1ccc(C(F)(F)F)cc1 (stereo not drawn)	2.7	3.0	7.5	i	1.1	-1.5%	29	-6	i	1	-0.9	1247	-37	632	3.1	951	i	49
